# M4 ag = agonists of human muscarinic M4 receptor (CHRM4); AID 624127; activation, % at 3 µM; CHO-K1 hM4/Gqi5, Fluo-8 calcium fluorescence; vehicle 0%, full acetylcholine response 100%; 360,000 compounds, 0.14% hits;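 active = activation above the run mean over all test wells plus 3 SD, cut at about 32% in these data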;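 note: peak over basal fluorescence ratio per well then scaled between controls; 0% = DMSO wells and 100% = acetylcholine at EC100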
# M4 antag = CHRM4 antagonism in calcium assay; P08173; CHO-hM4 cells, ACh EC80, Fluo-8 calcium fluorescence; inhibition, % at 3 µM; 360,000 compounds, 0.73% hits;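 active = inhibition above its plate's cutoff, the mean inhibition of sample wells plus 3 SD, cut at about 27% in these data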;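 note: 0% = acetylcholine EC80 with DMSO and 100% = DMSO without agonist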
# IDE inh = cellular human IDE inhibition. 320,000 compounds, 0.41% hits. inhibition, % at 5.59 µM. HEK cells, FAbetaB cleavage, fluorescence polarization. P14735;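 active = percent inhibition above the average of all tested compounds plus 3 SD, set per screening campaign, cut at about 16% in these data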;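 note: IDE supplied by intact live HEK cells; FP after avidin binding of uncleaved biotin substrate so inhibition keeps polarization high; 0% = DMSO wells and 100% = 60 µM reference IDE inhibitor Ii1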
# Target sequence (P14735 whole entry, looked up): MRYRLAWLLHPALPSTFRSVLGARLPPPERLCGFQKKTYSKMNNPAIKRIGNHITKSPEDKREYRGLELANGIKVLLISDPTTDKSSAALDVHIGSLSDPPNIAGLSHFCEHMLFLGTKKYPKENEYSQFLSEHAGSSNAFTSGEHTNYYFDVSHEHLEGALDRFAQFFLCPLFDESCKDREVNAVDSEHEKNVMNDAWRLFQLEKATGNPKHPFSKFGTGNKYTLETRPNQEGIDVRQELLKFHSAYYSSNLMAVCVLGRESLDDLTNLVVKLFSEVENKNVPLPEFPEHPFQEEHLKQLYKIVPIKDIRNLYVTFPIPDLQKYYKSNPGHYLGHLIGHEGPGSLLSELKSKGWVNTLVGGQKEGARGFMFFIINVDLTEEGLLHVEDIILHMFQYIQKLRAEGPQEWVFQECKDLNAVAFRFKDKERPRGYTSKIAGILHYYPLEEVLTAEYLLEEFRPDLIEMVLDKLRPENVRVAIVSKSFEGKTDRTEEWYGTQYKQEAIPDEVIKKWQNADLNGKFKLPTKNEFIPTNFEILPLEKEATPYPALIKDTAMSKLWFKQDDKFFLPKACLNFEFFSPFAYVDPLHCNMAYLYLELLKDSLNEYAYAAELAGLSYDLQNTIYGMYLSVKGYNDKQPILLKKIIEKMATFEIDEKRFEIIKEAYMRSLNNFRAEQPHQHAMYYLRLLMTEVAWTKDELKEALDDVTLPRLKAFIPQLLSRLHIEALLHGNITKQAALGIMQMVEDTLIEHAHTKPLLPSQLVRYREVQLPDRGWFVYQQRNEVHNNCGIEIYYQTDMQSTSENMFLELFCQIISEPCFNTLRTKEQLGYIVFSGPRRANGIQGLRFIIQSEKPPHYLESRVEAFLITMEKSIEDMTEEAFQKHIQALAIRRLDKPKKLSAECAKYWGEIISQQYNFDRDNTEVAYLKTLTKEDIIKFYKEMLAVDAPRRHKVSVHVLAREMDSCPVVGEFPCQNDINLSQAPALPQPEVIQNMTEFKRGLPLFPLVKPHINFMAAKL
# CRFR2-BP ag = agonists of human CRF-binding protein/CRF-R2 receptor complex | HEK293 CRF-R2/CRF-BP, calcium dye fluorescence (FLIPR); percent of saturating CRF peptide response | activation, % at 13.2 µM | 350,000 compounds, 0.46% hits | AID 588473;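 active = activation of at least 50%, plus an integration ratio under a set limit after plate pattern correction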;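 note: plate controls were neutral control wells without compound for no effect and CRF at EC100 for full effect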
# CHRM5 antagonist = blocks acetylcholine activation of human M5 receptor. P08912. CHO-hM5 cells, Fluo-8 calcium fluorescence, ACh EC80. inhibition, % at 3 µM. 360,000 compounds, 0.59% hits. AID 624040;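 active = inhibition above a per-plate cutoff, the mean of that plate's test compounds plus 3 SD, cut at about 27% in these data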;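 note: 0% = acetylcholine EC80 with DMSO and 100% = DMSO without agonist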
# M4 PAM = potentiates acetylcholine response at human M4 receptor; activation, % at 3 µM; P08173; CHO-K1 hM4/Gqi5, Fluo-8 calcium fluorescence, ACh EC20; 0% = ACh EC20, 100% = maximal ACh; AID 624126; 360,000 compounds, 0.4% hits;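 active = activation above its plate's cutoff, the mean activation of sample wells plus 3 SD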; note: some results filed as inactive read as strong as hits
# CHRM5 PAM = potentiates acetylcholine response at human M5 receptor; P08912; CHO-K1 hM5, Fluo-8 calcium, ACh EC20 PAM; 0% = ACh EC20, 100% = ACh EC100; activation, % at 3 µM; 360,000 compounds, 0.3% hits; AID 624038;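 active = activation above the run cutoff, the mean activation of all test compounds plus 3 SD, cut at about 18% in these data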
#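 Replicates: One well per compound, no replicates | System: Human M5 receptor in CHO-K1 cells | Benchmarks: Low control EC20 acetylcholine (0%), high control EC100 acetylcholine (100%) | Probe or stimulus: Acetylcholine, EC20 level | Times: Fluo-8 loading 80 min at 37 °C plus 30 min room temperature | Signal: Intracellular calcium via Fluo-8 fluorescence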
# CRFBP-R2 block = blocks CRF-induced signaling of the CRF-BP/CRF-R2 complex | inhibition, % at 11.8 µM | AID 588475 | HEK293 CRF-R2/CRF-BP, CRF-induced calcium fluorescence | 350,000 compounds, 0.59% hits;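 active = inhibition of the ligand-induced calcium signal above about 50% at the single tested concentration, limit read from the data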
# CHRM5 agonist = CHRM5 agonism in calcium assay; CHO-K1 hM5 cells, Fluo-8 calcium fluorescence; 0% DMSO wells, 100% maximal acetylcholine response; activation, % at 3 µM; 360,000 compounds, 0.19% hits; AID 624037;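 active = activation above the run's mean over test compounds plus 3 SD, cut at about 23% in these data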;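 note: signal is peak over basal fluorescence ratio across the kinetic read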
# Numbers without * were called inactive; / = no result given.
SMILES,M4 ag,M4 antag,IDE inh,CRFR2-BP ag,CHRM5 antagonist,M4 PAM,CHRM5 PAM,CRFBP-R2 block,CHRM5 agonist
Cc1nn(-c2ccccc2)c(N)c1N=Nc1cccc(S(=O)(=O)N2CCOCC2)c1,7,-2,1,0.1,5,-16,2,42,3
O=c1[nH]c(CN2CCc3ccccc3C2)nc2ccccc12,0,8,8,0.7,1,-2,2,-1,1
CN(CC1CCOCC1)C(=O)CC1C(=O)NCCN1Cc1ccc(Cl)c(F)c1 (configuration not stated),1,-6,2,0.8,-3,7,4,79*,1
CCCc1nnc(NC(=O)CCC(=O)NCc2ccc(Cl)cc2Cl)s1,1,-4,0,-0.5,15,9,-2,-13,-4
O=c1c2c3c(sc2n(CCN2CCOCC2)c(=O)n1Cc1ccco1)CCCCC3,1,13,9,-0.3,-5,-12,4,-35,-2
CS(=O)(=O)Nc1ccccc1C(=O)O,0,0,7,-1.8,-4,2,2,-13,0
CSc1ccc(CN(C)C(=O)COc2ccc(C(=O)c3ccccc3)cc2)cc1,9,-20,-1,3.4,2,-5,-5,-3,-1
Cc1ccc(S(=O)(=O)NCCc2nnc(SCc3cccnc3)n2C)cc1,2,-8,1,1.2,8,-6,-1,-11,-3
CC1CCN(C(=O)COC(=O)c2cccc(NS(=O)(=O)c3ccccc3)c2)CC1,8,-1,5,0.3,1,-1,-6,-2,3
O=C(CSc1nnc(SCc2ccccc2)s1)N/N=C/c1c[nH]c2ccccc12,3,-4,/,-0.7,17,6,0,5,-3
Cc1ccc(NC(=O)COC(=O)CNC(=O)c2ccc(C)s2)cc1,1,1,4,-8.3,9,3,5,-5,-1
N#Cc1ccccc1OCC(=O)NC1CCCCC1,2,-9,7,0.6,12,6,0,0,-5
C=CCN(C(=O)Cc1cccs1)c1nc(-c2ccc(S(C)(=O)=O)cc2)cs1,10,8,-2,-0.3,17,-10,-5,-21,2
CC1Sc2ccc(C(=O)Nc3ccccc3OC(F)F)cc2NC1=O (configuration not stated),4,-1,-6,0.7,2,0,-5,9,4
Cc1ccc2c(c1)N(CC(=O)N1CCCCCC1)C(=O)c1cccnc1O2,2,4,-1,0.7,4,-3,-5,-19,-3
CCCCCC(=O)Nc1ccc(C(=O)N/N=C/c2ccc([N+](=O)[O-])cc2)cc1,3,10,-1,0.3,6,7,-4,2,0
CN1C(=O)CSc2ccc(NC(=O)N3CCOCC3)cc21,1,-2,-1,-0.6,0,0,-5,-9,2
O=C1CCN(S(=O)(=O)c2ccccc2)CCN1CCOCc1ccc(Cl)cc1,7,-6,0,-1.7,7,4,-4,1,3
Cc1cc(NC(=O)c2ccccc2)n(-c2ccccc2)n1,2,0,0,0.8,-2,-5,2,-11,1
Cn1c(=O)c2c(nc(NNC(=O)C(F)(F)F)n2C)n(C)c1=O,0,-2,-3,-0.3,3,8,0,0,-1
O=C(CSc1nc2ncc(Cl)cc2[nH]1)Nc1cccc(F)c1,14,6,-1,5.6,10,2,-9,-17,3
COc1ccc(OC)c(CN2CCN(CCc3ccccc3)C(CCO)C2)c1 (configuration not stated),0,-7,-6,0.8,-12,-3,0,11,-10
COCCNC(=S)N/N=C1\CC(C)CC(C)(C)C1 (configuration not stated),0,10,5,-0.3,7,-6,1,2,3
CCC(C)Sc1nc(O)cc(=O)[nH]1 (configuration not stated),-1,-2,2,-1.0,3,13,-4,1,-3
Cc1cc(C)nc(NS(=O)(=O)c2ccc(NS(=O)(=O)c3ccc(F)c(F)c3)cc2)n1,0,1,/,-2.4,4,6,1,2,2
CC(C)(C)c1cc(C(=S)N2CCN(CCO)CC2)cc(C(C)(C)C)c1O,1,2,0,0.9,2,5,2,-7,-2
Cc1cc(C)c(Cn2c3ccccc3c3cnn(CC(=O)NCc4ccccn4)c(=O)c32)c(C)c1,5,2,0,-0.6,11,3,1,-9,-3
CC(=O)N[C@H]1[C@H](OCc2ccccc2F)O[C@H](COC(C)=O)[C@@H](OC(C)=O)[C@@H]1OC(C)=O,0,3,1,1.7,-1,-13,2,11,3
CCN1C(=NCc2cccc(Cl)c2)N[C@@H](c2cccc(F)c2)C(C(=O)OC)=C1C,8,2,0,-1.8,4,-5,4,-5,-6
C=CCOc1ccc(Cl)cc1CNCCCN1CCOCC1,3,-5,3,2.2,-4,-6,-2,24,-6
O=C(NCCc1c[nH]c2ccccc12)C(=O)NCC1OCCCN1S(=O)(=O)c1cccs1 (configuration not stated),14,-3,5,-2.5,6,-9,-10,4,0
COc1ccc(S(=O)(=O)N2CCOCC2)cc1NC(=O)CN1C(=O)NC2(CCCC2)C1=O,-1,9,0,-1.1,6,10,3,7,1
Cc1ccccc1C(=O)N1CCC(C(=O)Nc2nc3ccc(F)cc3s2)CC1,15,2,5,0.2,1,-2,2,-11,6
CC(=O)c1sc(N/N=C2\CC3CCC2(C)C3(C)C)nc1C (configuration not stated),2,8,3,-0.2,2,7,-5,-31,-4
C/C(=N\NC(=O)c1ccc(Cl)c(Cl)c1)c1ccccn1,2,-16,/,0.1,-10,9,-1,-9,3
COc1ccccc1-c1nnc(SCC(=O)NC2CCCCC2)o1,2,-8,0,-0.2,-5,9,-1,2,2
O=C(CSc1n[nH]c(=O)n1Cc1ccco1)c1ccc(F)cc1,1,-7,2,-2.8,-6,-2,1,9,3
CCCc1nnc(SCCSc2nnc(CCC)n2N)n1N,1,2,-3,0.9,7,1,-6,-2,-1
Cc1nc2cc(NC(=O)N3c4ccccc4CC3C)ccc2n1C (configuration not stated),0,8,1,-2.8,7,-4,-2,-11,0
CCC(=O)Nc1ccc(OCC2CCCO2)cc1 (configuration not stated),0,0,-1,2.0,-1,3,-2,7,4
COc1ccccc1CNc1nc2cc(-c3sccc3C)sc2c(=O)n1C,1,-23,/,/,5,8,-3,/,-1
C/C(=N\NC=O)c1ccncc1,0,-9,5,2.3,4,0,6,21,0
CCOc1ccccc1N1CCN(C(=O)c2cccc(-c3ccc(O)cc3)c2)CC1,12,7,2,-0.4,6,-10,-18,-14,6
COc1cc(CCC(=O)OCC(=O)Nc2ccc(C)cc2Br)cc(OC)c1OC,6,-11,0,-2.1,-4,-2,0,4,3
CCOc1ccc(-c2nnc(SCC(=O)N3CCCC3)o2)cc1,1,-1,2,-0.7,-11,-1,4,2,1
C/C=N\NC(=O)COc1cc(C)ccc1C,0,0,2,1.6,3,3,7,2,0
CN(C)C(=O)c1ccc(Oc2ccc(C(=O)N(C)C)cc2)cc1,1,-1,2,-0.8,-6,-1,-1,4,3
CCC/C(O)=C1\C(=O)CC(c2ccccc2)CC1=NC (configuration not stated),0,-9,5,0.0,1,5,-4,12,-4
Cn1nc([N+](=O)[O-])nc1Oc1ccccc1N,1,13,0,1.7,-10,21,9,-12,3
CCC(c1nnnn1-c1ccc2c(c1)OCCO2)N1CCN(Cc2c(F)cccc2Cl)CC1 (configuration not stated),4,6,/,/,-2,-1,-5,/,-2

# Complete entries as entered above.
# `CCOc1ccccc1N1CCN(C(=O)c2cccc(-c3ccc(O)cc3)c2)CC1` across the screens: M4 ag: 12; M4 antag: 7; IDE inh: 2; CRFR2-BP ag: -0.4; CHRM5 antagonist: 6; M4 PAM: -10; CHRM5 PAM: -18; CRFBP-R2 block: -14; CHRM5 agonist: 6
# `CN(C)C(=O)c1ccc(Oc2ccc(C(=O)N(C)C)cc2)cc1` across the screens: M4 ag: 1; M4 antag: -1; IDE inh: 2; CRFR2-BP ag: -0.8; CHRM5 antagonist: -6; M4 PAM: -1; CHRM5 PAM: -1; CRFBP-R2 block: 4; CHRM5 agonist: 3
# `CCOc1ccc(-c2nnc(SCC(=O)N3CCCC3)o2)cc1` across the screens: M4 ag: 1; M4 antag: -1; IDE inh: 2; CRFR2-BP ag: -0.7; CHRM5 antagonist: -11; M4 PAM: -1; CHRM5 PAM: 4; CRFBP-R2 block: 2; CHRM5 agonist: 1

# The listing continues.
SMILES,M4 ag,M4 antag,IDE inh,CRFR2-BP ag,CHRM5 antagonist,M4 PAM,CHRM5 PAM,CRFBP-R2 block,CHRM5 agonist
Cc1ccc(S(=O)(=O)N2CCCCC2)cc1NC(=O)Cn1ccsc1=N,0,0,0,0.4,16,-2,0,-4,-14
Nc1ccc(C23CC4CC(CC(O)(C4)C2)C3)cc1,1,-6,8,2.1,-9,9,-1,15,-1
O=C(CCc1ccc(S(=O)(=O)N2CCOCC2)cc1)Nc1nc(COc2ccccc2)cs1,24,-12,0,-0.1,14,-11,-20,5,4
CC(C)(C)c1ccc(C(=O)Nn2cnnc2)cc1,1,-7,-2,1.4,6,3,-1,0,0
CCN(CC(=O)NCc1ccc(Cl)cc1)C(=O)COc1cccc(C(F)(F)F)c1,2,-19,2,1.2,-5,4,-4,-9,3
CC(C)c1ccc(/C=N/NC(=O)c2ccccn2)cc1,0,9,6,-1.2,1,-4,-3,-3,3
CCc1ccccc1NC(=O)CNC(=O)CCc1nc2sc3c(c2c(=O)[nH]1)CCCC3,2,0,11,-1.4,-3,1,4,-5,-1
CC1=NS(=O)(=O)c2cc(Cl)ccc2N1,0,-4,5,-1.1,5,4,-3,4,1
O=C(O)CSc1nnc(Cc2cccc3ccccc23)n1-c1cc(C(F)(F)F)cc(C(F)(F)F)c1,0,-4,0,1.7,-2,0,3,-12,2
Cc1ccc(S(=O)(=O)N2CCN(CC(=O)Nc3ccc4c(c3)CCC4)CC2)cc1C,-1,-6,6,5.2,-7,5,1,-29,-3
O=S(=O)(c1cccc2nonc12)N1CCN(c2cccc(Cl)c2)CC1,0,-5,3,-0.2,2,-3,2,15,-4
O=S(=O)(Cc1ccccc1Cl)N1CCCC1,1,-10,4,0.6,-13,7,2,1,0
COc1ccc(OC)c(/C=C(\NC(=O)c2ccccc2)C(=O)N/N=C/c2ccc(C)s2)c1,5,2,2,1.3,2,2,-6,4,0
Cc1cc(C)nc(Sc2ncnc3c2oc2ccccc23)n1,7,-11,6,-1.2,-4,11,-4,-17,-3
Cc1cccc(NC(=O)c2ccc(S(=O)(=O)N3CCCCC3C)cc2)n1 (configuration not stated),5,3,0,-1.4,11,-5,-10,-7,0
CC(=O)Nc1ccc(NC(=O)CSC2=NS(=O)(=O)c3cc(Cl)ccc3N2)cc1,0,2,6,0.3,7,2,-3,-1,1
COc1cc(/C=C2\SC(N)=NC2=O)cc(OC)c1,0,6,/,-2.9,7,-4,-5,16,0
Cc1ccc2c(=O)c(CN3CCCCCC3)c(C)[nH]c2c1C,0,6,0,3.5,5,-6,-4,-2,-5
NC(=S)c1cc2ccc(O)cc2oc1=O,8,-13,/,-1.1,0,-1,-5,17,1
C[C@H](NC(=O)[C@@H]1CCCN1C(=O)[C@@H]1CCCN1C(=O)OC(C)(C)C)c1ccccc1,1,-5,/,/,-2,13,4,/,3
Cc1ccc(CNC(=O)C(Cc2ccccc2)NS(=O)(=O)c2ccc3c(c2)CCC(=O)N3)cc1 (configuration not stated),2,-7,4,0.0,-3,1,-4,3,-2
O=C(Nc1ccc(OCC(F)(F)C(F)F)c(C(F)(F)F)c1)c1ccccc1O,15,9,-2,60*,18,-16,-20,10,6
CC(C)Oc1ccc(CNC(=O)c2ccc3nc(N4CCOCC4)sc3c2)cc1,2,-2,3,-0.9,4,1,0,9,1
CCOC(=O)Cc1c(C)nc2c(-c3ccc(OC)cc3)c(C)nn2c1C,0,-9,-10,-3.5,1,7,6,32,-7
